Assay outcomes (PubChem BioAssay)
LMPTP inh: LMPTP phosphatase inhibitors, primary screen, biochemical, fluorescence intensity, uHTS; AID 651560, 2012; recombinant LMPTP-A, OMFP fluorogenic substrate; Low molecular weight phosphotyrosine protein phosphatase (Homo sapiens), P24666; 0.22% of 360,000 active; inhibition, % at 20 µM;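 active = compounds that cut the enzyme signal by at least half of the control window in the single-dose screen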;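 note: plate controls were DMSO wells with enzyme plus substrate for no effect and substrate without enzyme for full effect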
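Assay system: LMPTP-A, protein tyrosine phosphatase of low molecular weight / Medium: pH 6.0 Bis-Tris buffer with DTT and Triton X-100 / Schedule: 50 min enzyme reaction at room temperature, protected from light / Measured by: endpoint fluorescence intensity from OMFP dephosphorylation / Read-out basis: % inhibition relative to no-enzyme and uninhibited control wells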
Rpn11 inh: Rpn11 (PSMD14) deubiquitinase inhibitors, primary screen, biochemical, fluorescence polarization, uHTS. 26S proteasome non-ATPase regulatory subunit 14 (Homo sapiens), O00487. human 26S proteasome, Ub4-pepOG fluorescence polarization; 20S core pre-blocked with epoxomicin. calls only at 20 µM. 0.59% of 360,000 active;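 active = inhibition at 20 µM, scaled to each plate's controls, above about 33%, limit read from the data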
Target sequence (O00487 whole entry, looked up): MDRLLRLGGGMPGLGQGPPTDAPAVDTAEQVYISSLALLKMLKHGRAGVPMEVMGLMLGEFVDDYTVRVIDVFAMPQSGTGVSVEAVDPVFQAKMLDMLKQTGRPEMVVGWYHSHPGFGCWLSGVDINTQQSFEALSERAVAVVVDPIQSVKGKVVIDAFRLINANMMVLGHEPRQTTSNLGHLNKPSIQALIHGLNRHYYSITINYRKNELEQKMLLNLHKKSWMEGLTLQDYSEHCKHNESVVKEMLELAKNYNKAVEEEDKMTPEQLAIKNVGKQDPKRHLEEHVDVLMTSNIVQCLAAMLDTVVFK
STEP inh: STEP phosphatase inhibitors, primary screen, biochemical, fluorescence intensity, uHTS; 0.25% of 360,000 active; Tyrosine-protein phosphatase non-receptor type 5 (Homo sapiens), P54829; recombinant STEP, OMFP fluorogenic substrate; inhibition, % at 20 µM;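 active = inhibition at 20 µM, scaled per plate between control wells, above about 37%, limit read from the data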;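 note: 0% = DMSO with enzyme and substrate and 100% = substrate only without enzyme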
Target sequence (P54829 whole entry, looked up): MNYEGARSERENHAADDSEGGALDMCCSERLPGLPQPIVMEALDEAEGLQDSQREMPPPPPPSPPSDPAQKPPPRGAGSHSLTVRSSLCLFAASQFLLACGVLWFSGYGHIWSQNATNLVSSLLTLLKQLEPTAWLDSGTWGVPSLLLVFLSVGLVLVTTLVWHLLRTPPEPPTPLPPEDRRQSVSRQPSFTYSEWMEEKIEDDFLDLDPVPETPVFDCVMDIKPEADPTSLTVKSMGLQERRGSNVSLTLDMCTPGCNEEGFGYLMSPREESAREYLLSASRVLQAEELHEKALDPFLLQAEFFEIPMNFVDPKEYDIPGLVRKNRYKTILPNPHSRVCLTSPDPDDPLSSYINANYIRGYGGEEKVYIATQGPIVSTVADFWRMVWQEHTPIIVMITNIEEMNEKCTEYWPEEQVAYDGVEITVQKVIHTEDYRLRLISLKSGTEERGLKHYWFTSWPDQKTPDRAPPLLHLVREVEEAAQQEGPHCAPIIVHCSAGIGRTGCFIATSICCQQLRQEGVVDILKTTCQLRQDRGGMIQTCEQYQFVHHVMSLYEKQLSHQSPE
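Measure: Control-normalized % inhibition with plate pattern correction | Test system: STEP phosphatase, cell-free reaction | Medium: pH 6.0 Bis-Tris with DTT and Tween 20 | Technique: Fluorescence, 480/540 nm | Times: Reaction 20 min, ambient temperature | Doses: Single compound dose of 20 µM, 1% DMSO final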
NadD block: inhibitors of S. aureus NadD, primary screen, biochemical, colorimetric, uHTS. Nicotinate-nucleotide adenylyltransferase NadD (Staphylococcus aureus N315). purified NadD enzyme, colorimetric absorbance read-out. inhibition, % at 20 µM. 0.78% of 360,000 active; in the data active = inhibition above about 26%; note: some compounds past the cut are filed as inactive
PABP1 MLLE inh: inhibitors of PABP1 MLLE–PAM2 peptide binding, primary screen, biochemical, fluorescence polarization, FITC-PAM2, GST-MLLE; Polyadenylate-binding protein 1 (Homo sapiens), P11940; inhibition, % at 20 µM; 0.36% of 360,000 active; in the data active = inhibition above about 35%, passing the limit was not always enough;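 note: plate controls were DMSO wells with GST-MLLE for no effect and wells lacking GST-MLLE protein for full effect; some results filed as inactive read as strong as hits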
Scp-1 inhibitor: Scp-1 phosphatase inhibitors, primary screen, biochemical, colorimetric, uHTS; Carboxy-terminal domain RNA polymerase II polypeptide A small phosphatase 1 (Homo …; Recombinant Scp1, phosphopeptide, malachite green phosphate absorbance; inhibition, % at 20 µM; 0.88% of 340,000 active;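 active = inhibition above about 50% at 20 µM, limit read from the data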;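 note: plate controls were DMSO wells with enzyme for no effect and wells lacking enzyme for full effect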
Target sequence (Q9GZU7 76-261 limits assumed): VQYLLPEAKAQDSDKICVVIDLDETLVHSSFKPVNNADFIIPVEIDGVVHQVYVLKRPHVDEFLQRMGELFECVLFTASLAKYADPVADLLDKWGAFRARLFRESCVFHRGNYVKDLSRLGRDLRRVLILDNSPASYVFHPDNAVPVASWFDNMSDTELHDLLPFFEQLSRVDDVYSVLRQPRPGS
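Times: enzyme reaction 45 min at room temperature, colour 5 min, stabilisation 30 min. Material: SCP-1 catalytic fragment, aa 76-261. Medium: Acidic Tris acetate buffer with magnesium and detergent. Signal: colorimetric free-phosphate detection, absorbance 630 nm. Read-out basis: % inhibition of SCP-1 phosphate liberation. Reagent: Phosphorylated 17-residue peptide substrate.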
DNMT1 inh: human DNMT1 methyltransferase inhibitors, primary screen, biochemical, molecular beacon, fluorescence, HinP1I cleavage, uHTS; DNA (cytosine-5)-methyltransferase 1 (Homo sapiens), P26358; inhibition (reported as % activation of signal), % at 10 µM; 0.83% of 360,000 active; AID 588458, 2011; in the data active = inhibition above about 50%
CSN inh: inhibitors of CSN-mediated cullin deneddylation, primary screen, biochemical, fluorescence polarization, uHTS | inhibition, % at 12.5 µM | Purified CSN, SCF-Nedd8-OG deneddylation | 0.38% of 360,000 active | AID 651999, 2013;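 active = pattern-corrected inhibition above about 35%, with an unprinted fluorescence ratio check between 0.5 and 1.5, limit read from the data, passing the limit was not always enough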;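 note: 0% = enzyme with substrate and 100% = substrate without enzyme; some results filed as inactive read as strong as hits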
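Assay system: Purified human Csn5 enzyme expressed in HEK293T cells | Amount: Enzyme 0.24 nM | Measured by: Fluorescence polarization readout | Medium: Tris/NaCl/DTT buffer, pH 7.5 | Compound dosing: One concentration, 12.5 µM, 0.25% DMSO | Times: 90 min incubation of compound, enzyme and substrate at room temperature | Control set: no-enzyme wells high, enzyme-with-substrate wells low | Read-out: % inhibition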
SUMO1-SIM PPI: modulators of SUMO1 protein-protein interactions, primary screen, biochemical, uHTS | Small ubiquitin-related modifier 1 (Homo sapiens), P63165 | SUMO1 binding to a labelled peptide, TR-FRET, 1 h | inhibition, % at 20 µM | 0.33% of 360,000 active | AID 602429, 2012; in the data active = inhibition above about 37%
Tb MetRS inh: T. brucei MetRS inhibitors, primary screen, biochemical, luminescence. methionyl-tRNA synthetase (Trypanosoma brucei brucei). purified T. brucei MetRS, ATP depletion, Kinase-Glo luminescence. inhibition, % at 11.9 µM. 0.4% of 360,000 active. AID 624268, 2012;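 active = inhibition above a per-plate cutoff of the control wells' mean inhibition plus 3 SD, cut at about 5.5% in these data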;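 note: 0% = DMSO wells median and 100% = median of wells with control inhibitor compound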
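assay system = parasite MetRS enzyme | timing = 15 min preincubation, 2 h reaction, all 25 °C | evaluation = percent inhibition relative to median high and low control wells | medium = HEPES buffer containing pyrophosphatase, BSA, spermine, DTT | compound = single dose, 11.9 µM final nominal, 0.9% final DMSO | detection = Kinase-Glo luminescence, ATP depletion format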
An asterisk follows results filed as active; i = inactive; . = no result given.

molecule | LMPTP inh | Rpn11 inh | STEP inh | NadD block | PABP1 MLLE inh | Scp-1 inhibitor | DNMT1 inh | CSN inh | SUMO1-SIM PPI | Tb MetRS inh
COc1ccccc1NS(=O)(=O)c1cc(NC(=O)CC(C)(C)C)ccc1N1CCOCC1 | 6.0 | i | 2 | -1 | -10 | -1 | 9 | -9 | 1 | -2.0
Cc1ccc(C(=O)Nc2nc(-c3ccccn3)cs2)o1 | 5.2 | i | 3 | 7 | 7 | -9 | -1 | 4 | 8 | -0.2
CC(=O)Nc1ccc(S(=O)(=O)N2CCN(c3nc(NC4CCCC4)c4ccccc4n3)CC2)cc1 | 63* | i | 3 | 12 | 4 | 7 | -10 | -5 | -1 | -0.5
Cc1ccc(-n2c(SCC(=O)N/N=C/c3ccc(C)s3)nnc2-c2ccccc2)cc1 | 0.5 | i | 1 | 7 | -18 | 6 | 2 | -11 | -5 | -1.0
COc1cc(NC(=O)c2ccc(S(=O)(=O)N(C)c3ccccc3OC)cc2)cc(OC)c1 | 3.0 | i | 2 | -7 | 5 | -12 | -7 | 1 | 9 | -0.2
COc1ccc(CC(=O)Nc2c(C(N)=O)oc3ccccc23)cc1OC | -0.2 | i | 0 | 1 | -1 | -4 | -1 | 0 | -1 | -0.3
NC(=O)NCC12CC3CC(CC(C3)C1)C2 | -3.1 | i | -3 | 1 | -16 | -18 | 1 | 4 | 0 | -0.3
CC(=O)Nc1ccc(NC(=O)CSc2nc3ccccc3nc2N2CCCCC2)cc1 | 5.9 | i | -1 | -9 | -6 | 33 | -4 | 3 | 0 | -0.3
CCCCN1C(=O)C(=O)N(CC(=O)Nc2ccccc2C(C)=O)C1=O | 0.5 | i | -2 | -7 | 6 | -2 | 3 | -1 | -2 | -0.5
Cc1cc(C)n2nc(C(=O)OCC(=O)NC3CCCCC3)nc2n1 | -3.3 | i | -3 | -6 | 13 | 0 | 0 | 7 | 5 | -0.3
CN(C)S(=O)(=O)n1cc(/C=C(\NC(=O)c2ccccc2F)C(=O)N2CCCCC2)c2ccccc21 | 2.4 | i | 3 | 4 | -8 | . | 8 | 2 | -2 | -0.5
CCCn1c(NCc2ccccn2)nc2ccccc21 | 1.7 | i | 3 | 7 | -4 | 0 | -3 | -4 | -2 | -0.1
Clc1ccc(-c2csc(NNC3=NCCCCC3)n2)cc1 | -0.3 | i | 1 | -5 | 11 | 11 | -10 | 0 | -2 | -1.5
CC(=O)c1c(C)[nH]c(C(=O)OCC(=O)Nc2ccc3[nH]c(=O)[nH]c3c2)c1C | 0.4 | i | 0 | 0 | -15 | -7 | -13 | 5 | 61* | -0.2
O=C(Nc1ccc(Cl)c(Cl)c1)Nc1nnc(CSc2ccccc2)s1 | -1.4 | i | 0 | 3 | -2 | 6 | 20 | 2 | 0 | -1.5
COc1cccc(CN(CC(=O)NCC2CCCO2)C(=O)CNS(=O)(=O)c2ccccc2)c1 (stereo not drawn) | 0.1 | i | -1 | 1 | 3 | -2 | 2 | -1 | 2 | -1.1
CCN(CC)C(=O)Cn1cc(C(=O)C(=O)N2CCN(Cc3ccccc3)CC2)c2ccccc21 | -1.0 | i | -1 | -5 | 1 | 3 | 0 | -3 | -3 | -0.4
CCOC(=O)N1CCN(C(=O)c2ccc(CS(=O)Cc3ccc(C)cc3)o2)CC1 (stereo not drawn) | 0.2 | i | -2 | -4 | -11 | -2 | -2 | -1 | 1 | 0.6
COC(=O)c1cc(CNC(=O)c2ccccc2OCc2c(C)noc2C)ccc1OC | -0.4 | i | -2 | 4 | 0 | -4 | 0 | -2 | 4 | 0.2
Cc1ccc2c(c1)N(C(=O)CCC(=O)O)CCO2 | -2.6 | i | -2 | -1 | 9 | -4 | -1 | -1 | -1 | 0.3
CCOc1ncccc1C(=O)OCC(=O)NCc1ccc(C(=O)OC)cc1 | -0.8 | i | 0 | -4 | 9 | -5 | 0 | 1 | 4 | -0.5
O=C(Nc1ccc(F)cc1F)Nc1ccccc1C(=O)NCCN1CCNC1=O | -1.6 | i | -2 | -8 | -7 | 1 | 3 | -5 | 7 | 0.2
CCC(CC)CN1CCC(CN2CCNC(=O)C2=O)CC1 | -1.7 | i | 0 | -1 | -4 | 13 | 2 | -7 | -3 | -2.7
COc1ccc(NC(=O)c2nc[nH]c2C(=O)N[C@@H](CC(C)C)C(=O)OC(C)(C)C)cc1 | 1.4 | i | 0 | 4 | -6 | -4 | -13 | -6 | 4 | -0.3
COc1ccc(/C=N/NC(=O)c2c(-c3ccccc3)noc2C)cc1 | -0.7 | i | 0 | -3 | -6 | -2 | -1 | 2 | 2 | -0.6

Next part.
molecule | LMPTP inh | Rpn11 inh | STEP inh | NadD block | PABP1 MLLE inh | Scp-1 inhibitor | DNMT1 inh | CSN inh | SUMO1-SIM PPI | Tb MetRS inh
Cc1ccc(NC(=O)[C@H](NC(=O)[C@@H]2Cc3ccccc3CN2)c2ccccc2)cc1C | -1.5 | i | -2 | -1 | -5 | 7 | -8 | 3 | -2 | -1.0
COc1ccc(C(=O)OCC(=O)NC(C)CCc2ccccc2)c(OC)c1 (stereo not drawn) | 0.2 | i | 0 | -7 | -11 | 3 | -5 | -2 | -1 | -1.0
Cc1ccc(S(=O)(=O)NC2(C(F)(F)F)NC(=O)N(Cc3ccccc3)C2=O)cc1 (stereo not drawn) | -0.4 | i | 0 | 0 | 1 | -2 | 2 | -2 | 10 | -0.1
COC(c1ccccc1)c1nnc(CCC(=O)NC2C3CC4CC(C3)CC2C4)o1 (stereo not drawn) | -2.3 | i | 1 | 1 | -2 | -10 | 1 | 4 | -3 | -0.1
N=C1C=CC(=C(c2ccc(N)cc2)c2ccc(N)cc2)C=C1 | 44 | i | 19 | -1 | -27 | 10 | -32 | 11 | 22 | -0.6
CCCCCCCOC(=O)C1=C(C)Nc2ncnn2C1c1cccs1 (stereo not drawn) | -1.0 | i | -2 | 2 | -3 | 0 | 5 | 1 | -1 | -0.7
COC(=O)c1sc(S(=O)(=O)N2CCCCC2)c(C(=O)OC)c1C | -0.4 | i | 1 | 4 | 2 | -2 | 3 | -3 | 2 | -1.1
S=C(NCc1ccccc1)NCC1COc2ccccc2O1 (stereo not drawn) | -0.1 | i | -2 | 0 | -29 | -6 | -8 | 3 | 1 | 0.1
O=C(O)C1CC=CCC1C(=O)NNc1c(Cl)cc(Cl)cc1Cl (stereo not drawn) | 1.5 | i | -2 | -14 | 2 | -7 | -4 | -5 | 3 | -0.2
CCN(CC)C(=O)CSc1nc2sc3c(c2c(=O)n1CCCOC)CCC3 | 0.9 | i | 2 | 2 | 1 | 3 | 0 | -2 | -1 | -0.4
c1ccc(-n2c(SCC3CCCCO3)nnc2-c2cccs2)cc1 (stereo not drawn) | 0.3 | i | -2 | 1 | -92 | -1 | -2 | 0 | -3 | -1.5
O=C(Cn1c(C(F)(F)F)nc2ccccc21)c1ccc(F)cc1 | -1.0 | i | 0 | 1 | 13 | -7 | -6 | 3 | -1 | -0.4
CC1=CC(=O)O[C@@H]1[C@@]1(C)C[C@H]2OC(=O)C[C@H]3[C@@H](C)C(=O)C(O)=C1[C@@]23CO | 0.1 | i | 2 | 2 | -9 | 1 | -5 | 6 | 2 | 0.6
COc1ccc(OC)c(/C=N/NC(=O)c2cc[n+](Cc3ccccc3)cc2)c1 | -1.4 | i | 0 | -3 | 8 | -8 | 4 | 0 | -25 | 0.0
CCN(CC)C(=O)C1=C(C)Nc2nc3ccccc3n2C1c1cccc(OC)c1 (stereo not drawn) | -0.7 | i | 0 | -1 | -8 | 0 | 0 | 0 | 2 | 1.0
CCc1ccc(/C=N/NC(=S)NCCc2ccccc2)cc1 | -1.0 | i | 1 | 6 | -6 | -2 | 0 | 2 | -2 | -0.9

Among those listed so far, two have a tert-butyl group.
molecule | LMPTP inh | Rpn11 inh | STEP inh | NadD block | PABP1 MLLE inh | Scp-1 inhibitor | DNMT1 inh | CSN inh | SUMO1-SIM PPI | Tb MetRS inh
COc1ccccc1NS(=O)(=O)c1cc(NC(=O)CC(C)(C)C)ccc1N1CCOCC1 | 6.0 | i | 2 | -1 | -10 | -1 | 9 | -9 | 1 | -2.0
COc1ccc(NC(=O)c2nc[nH]c2C(=O)N[C@@H](CC(C)C)C(=O)OC(C)(C)C)cc1 | 1.4 | i | 0 | 4 | -6 | -4 | -13 | -6 | 4 | -0.3

Compound profiles, from the list above:
Profile of COC(=O)c1sc(S(=O)(=O)N2CCCCC2)c(C(=O)OC)c1C = LMPTP inh: -0.4; Rpn11 inh: i; STEP inh: 1; NadD block: 4; PABP1 MLLE inh: 2; Scp-1 inhibitor: -2; DNMT1 inh: 3; CSN inh: -3; SUMO1-SIM PPI: 2; Tb MetRS inh: -1.1
Profile of N=C1C=CC(=C(c2ccc(N)cc2)c2ccc(N)cc2)C=C1 = LMPTP inh: 44; Rpn11 inh: i; STEP inh: 19; NadD block: -1; PABP1 MLLE inh: -27; Scp-1 inhibitor: 10; DNMT1 inh: -32; CSN inh: 11; SUMO1-SIM PPI: 22; Tb MetRS inh: -0.6
